High-throughput results as filed in PubChem.
ROCK2 blocker = ROCK2 (human) kinase inhibition. O75116. purified ROCK2, Kinase-Glo ATP depletion luminescence. inhibition, % at 6 µM. hit rate 0.35% among 60,000;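 active means inhibition above the screen-wide mean inhibition plus 3 SD, cut at about 18% in these data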;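 further: plate controls were DMSO wells for no effect and Y-27632 control wells after no-enzyme background subtraction for full effect; many of its hits are not listed in these tables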
Target sequence (O75116 whole entry, looked up): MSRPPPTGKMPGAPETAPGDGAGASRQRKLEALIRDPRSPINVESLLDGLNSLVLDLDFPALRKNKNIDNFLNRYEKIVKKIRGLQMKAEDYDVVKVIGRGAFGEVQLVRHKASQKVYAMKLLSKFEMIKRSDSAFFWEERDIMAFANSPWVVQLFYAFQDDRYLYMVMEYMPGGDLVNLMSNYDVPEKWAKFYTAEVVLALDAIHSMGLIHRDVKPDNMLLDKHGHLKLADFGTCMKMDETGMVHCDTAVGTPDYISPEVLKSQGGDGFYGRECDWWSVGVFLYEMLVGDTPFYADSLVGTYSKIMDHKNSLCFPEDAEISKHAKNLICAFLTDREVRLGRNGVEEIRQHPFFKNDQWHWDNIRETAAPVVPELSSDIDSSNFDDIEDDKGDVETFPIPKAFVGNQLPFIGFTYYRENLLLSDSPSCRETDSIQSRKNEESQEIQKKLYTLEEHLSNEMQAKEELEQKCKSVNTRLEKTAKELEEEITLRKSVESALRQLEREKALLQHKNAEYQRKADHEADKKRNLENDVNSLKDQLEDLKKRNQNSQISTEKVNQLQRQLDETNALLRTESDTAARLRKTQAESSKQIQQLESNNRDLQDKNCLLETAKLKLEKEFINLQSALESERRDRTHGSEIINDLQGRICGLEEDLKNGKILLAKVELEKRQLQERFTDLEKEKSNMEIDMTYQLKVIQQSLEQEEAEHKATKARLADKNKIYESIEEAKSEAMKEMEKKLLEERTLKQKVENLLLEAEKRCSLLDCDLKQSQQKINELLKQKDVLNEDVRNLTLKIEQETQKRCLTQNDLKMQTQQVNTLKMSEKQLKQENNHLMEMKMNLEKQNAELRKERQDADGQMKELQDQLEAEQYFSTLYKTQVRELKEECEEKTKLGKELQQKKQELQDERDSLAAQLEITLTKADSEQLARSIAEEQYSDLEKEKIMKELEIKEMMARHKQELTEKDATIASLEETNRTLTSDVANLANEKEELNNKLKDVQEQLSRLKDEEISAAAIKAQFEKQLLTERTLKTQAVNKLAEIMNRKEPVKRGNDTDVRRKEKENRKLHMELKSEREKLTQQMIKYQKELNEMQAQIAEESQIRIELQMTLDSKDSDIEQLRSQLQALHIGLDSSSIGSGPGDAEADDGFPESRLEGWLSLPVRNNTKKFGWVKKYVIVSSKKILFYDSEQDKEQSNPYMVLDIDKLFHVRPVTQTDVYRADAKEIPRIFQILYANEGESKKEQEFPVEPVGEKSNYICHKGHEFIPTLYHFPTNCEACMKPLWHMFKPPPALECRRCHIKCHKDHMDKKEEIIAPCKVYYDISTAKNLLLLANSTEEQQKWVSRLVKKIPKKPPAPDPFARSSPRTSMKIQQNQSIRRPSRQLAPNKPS
JNK3 blocker = blocks human JNK3 kinase activity; purified JNK3 kinase activity, HTS; inhibition, % at 8 µM; hit rate 0.61% among 60,000; AID 746; in the data active means inhibition above about 17%;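 further: 0% = DMSO and 100% = reference inhibitor; many of its hits are not listed in these tables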
PKA kinase inh = blocks human protein kinase A activity; PKA Kemptide phosphorylation, Kinase-Glo ATP luminescence; inhibition, % at 6 µM; hit rate 0.1% among 65,000; AID 524;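 active means inhibition above the screen-wide mean inhibition plus 3 SD, cut at about 21% in these data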; further: many of its hits are not listed in these tables
Autofluor 339 = intrinsic fluorescence of library compounds, ex339/em460 – biochemical, MLSMR library, data from DPM-DC assay, artefact control, profiling panel; compound autofluorescence, ex339/em460 nm, NADH buffer; stronger effect = higher value; 1 = no-compound wells, NADH background; fluorescence fold increase at 10 µM; hit rate 5.5% among 65,000; AID 709;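 active means at 10 µM, mean starting fluorescence two-fold or more over control wells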;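 further: signal is the first read of a kinetic run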
Cdc25B block = human M-phase inducer phosphatase 2 inhibition. P30305. recombinant Cdc25B, OMFP fluorescence Ex485/Em525. inhibition, %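 (compounds tested at 10 µM final in the well)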. hit rate 0.1% among 65,000. AID 368; in the data active means inhibition above about 50%
A340 absorber = compounds absorbing at 340 nm; compound absorbance at 340 nm, fold over control; 65,000 tested, under 10 active; fold change at 10 µM; AID 708;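 active means at 10 µM dose, initial 340 nm absorbance at least 2 fold that of control wells; inactive means change under 2 fold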;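 further: initial absorbance extrapolated from kinetic A340 decline of NADH oxidation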
Hsp90 block = displaces geldanamycin probe from tumor Hsp90; NCI-N417 lysate Hsp90, Cy3B-geldanamycin FP displacement; inhibition, % at 30 µM; hit rate 0.35% among 64,000;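 active means inhibition above 50%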;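 further: 0% = tracer plus lysate wells and 100% = tracer alone without lysate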
DUSP1 inh = human dual specificity phosphatase 1 inhibition; inhibition, %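 (compounds tested at a single concentration somewhere between 10 and 100 µM)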; hit rate 0.15% among 65,000; recombinant MKP-1, OMFP hydrolysis fluorescence;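 active means inhibition above about 50%, limit read from the data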;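 further: 0% = DMSO max control wells and 100% = wells with enzyme stopped by NaOH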
HER2 expr 66K = Her2 kinase expression inhibition; P04626; SKBR-3 HER2 protein level, AlphaScreen, 18-24 h; stronger effect = lower value; HER2 level % of control, % at 10 µM; hit rate 0.69% among 65,000;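 active means HER2 level under 5% of the carrier-only control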;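 further: 100% = DMSO carrier and 0% = 500 nM PU-H71 HSP90 inhibitor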
Active calls of the source: *; / = no result given. The list is partial, so the mix of outcomes need not match the whole.

Molecule | ROCK2 blocker | JNK3 blocker | PKA kinase inh | Autofluor 339 | Cdc25B block | A340 absorber | Hsp90 block | DUSP1 inh | HER2 expr 66K
O=C(c1cc(C2CC2)on1)N1CCN(C(c2ccccc2)c2ccccc2)CC1 | 7.9 | 6.9 | 6.0 | 1.02 | -13.3 | 0.98 | -2.5 | 1.7 | 84.0
COc1ccc(OC)c2sc(NC(=O)c3ccc(Cl)s3)nc12 | 4.0 | 8.9 | 12.0 | 1.83 | -10.9 | 1.13 | -1.7 | -9.2 | 28.9
Cc1cccc(-n2c(N)cc(=O)[nH]c2=S)c1C | -2.3 | -6.3 | -1.5 | 1.08 | -1.3 | 1.05 | -3.4 | 18.2 | 90.5
CC(=O)c1cc(-c2ccccc2)n(CC(=O)N2CCC(N3CCCCC3)CC2)c1C | 2.4 | 6.5 | -0.5 | 1.08 | 4.3 | 0.98 | -2.7 | 3.5 | 75.0
COC(=O)CC1C(=O)NCCN1C(=O)NC1CCCCC1 (stereo not drawn) | 5.5 | 1.5 | 6.2 | 1.01 | -9.4 | 1 | 0.1 | -2.2 | 114.8
NC1=NC(=O)CC(C(=O)NCCc2ccccc2)S1 (stereo not drawn) | / | / | 9.8 | 1.08 | 0.9 | 1.04 | -3.0 | 17.7 | 103.4
COc1cccc(C(=O)Nc2c3c(nn2-c2ccccc2C)CS(=O)C3)c1OC (stereo not drawn) | 1.1 | -0.7 | 10.1 | 1.09 | 18.3 | 1.04 | 1.6 | 2.0 | 59.2
CC(C)(C)OC(=O)N1Cc2ccccc2C[C@H]1C(=O)O | 4.7 | 6.8 | 7.8 | 1.08 | 2.5 | 1.04 | -7.5 | 26.4 | 101.0
Cc1cc(NCCCN)nc(-c2ccccc2O)n1 | -3.0 | 4.1 | -6.2 | 1.63 | 3.5 | 1.04 | 2.0 | 19.8 | 77.9
Cc1cc(C)c(C(=O)CC2(O)C(=O)Nc3ccccc32)cc1C (stereo not drawn) | / | / | 5.9 | 1.08 | -3.6 | 1.02 | -1.4 | 14.4 | 113.0
O=C(CN1CCC(NC(=O)c2ccc(F)cc2)CC1)NCc1ccccc1F | -0.9 | -8.7 | -1.0 | 1.03 | -9.2 | 0.99 | 0.5 | 4.5 | 80.4
CCCc1cc2c(cc1NS(=O)(=O)c1ccc(CCNC(C)=O)cc1)OCO2 | 0.7 | 9.6 | -3.2 | 1.06 | 5.9 | 1 | 57.0* | 0.3 | 90.8
Cc1cc(O)c2c(-c3ccccc3)cc(=O)oc2c1 | 9.6 | -6.9 | 10.2 | 1.11 | -9.2 | 1.12 | -1.3 | 2.2 | 46.5
CC1CCCCN1C(=O)CSc1nc2ccsc2c(=O)n1Cc1ccccn1 (stereo not drawn) | / | / | 0.1 | 1.17 | -16.5 | 0.98 | -4.5 | 10.1 | 88.6
Cc1c(O)c(CN2CCCC2)cc2c1oc(=O)c1ccccc12 | -8.7 | -15.5 | -0.2 | 1.17 | 5.2 | 1.05 | 4.3 | -18.6 | 132.8
Cc1ccc(C(=O)N2CCN(c3ccc(NC(=O)c4cccnc4)cc3)CC2)cc1 | 4.5 | -1.7 | 7.9 | 1.05 | -7.4 | 0.99 | -2.9 | -11.9 | 87.1
O=C(c1ccc(S(=O)(=O)N2CCOCC2)cc1)N1CCN=C1SCc1cccnc1 | 4.5 | 1.5 | 5.7 | 1.11 | 10.9 | 0.99 | 2.9 | 4.4 | 130.7
COc1ccccc1CNC(=O)CCS(=O)(=O)c1cccs1 | / | / | -7.5 | 1.1 | -1.6 | 1.04 | / | 9.2 | 67.0
O=C(NO)c1ccccc1O | 1.5 | -8.2 | -3.3 | 0.97 | -8.6 | 0.97 | 1.8 | -11.7 | 113.6
CCn1c(SCC(=O)OCc2ccccc2)nc2c1c(=O)n(C)c(=O)n2C | -2.9 | 2.8 | 13.7 | 1.14 | -11.9 | 1.02 | -1.7 | 4.2 | 104.7

Entries of single compounds from above. Values in the order: ROCK2 blocker	JNK3 blocker	PKA kinase inh	Autofluor 339	Cdc25B block	A340 absorber	Hsp90 block	DUSP1 inh	HER2 expr 66K
Shown for CC1CCCCN1C(=O)CSc1nc2ccsc2c(=O)n1Cc1ccccn1 (stereo not drawn) : /	/	0.1	1.17	-16.5	0.98	-4.5	10.1	88.6
Shown for CC(C)(C)OC(=O)N1Cc2ccccc2C[C@H]1C(=O)O : 4.7	6.8	7.8	1.08	2.5	1.04	-7.5	26.4	101.0

Remaining list, next part:
Molecule | ROCK2 blocker | JNK3 blocker | PKA kinase inh | Autofluor 339 | Cdc25B block | A340 absorber | Hsp90 block | DUSP1 inh | HER2 expr 66K
O=C(Nc1nccs1)c1cnccn1 | -2.6 | -1.6 | 0.7 | 1.03 | -5.9 | 1.07 | -2.4 | 10.9 | 114.2
Cn1c(=O)c(-c2ccccc2)nn2c3ccccc3nc12 | 6.7 | -2.7 | 3.4 | 0.9 | 10.9 | 1.01 | 0.1 | -2.8 | 104.1
CCOC(=O)CSc1nnc([C@@H](NC(=O)OC(C)(C)C)C(C)C)o1 | 1.1 | -10.1 | 3.8 | 1.15 | 2.0 | 1.04 | -3.4 | 28.6 | 79.4
CCOC(=O)N1CCN(C(=O)c2ccc3c(c2)ncn3C2CCCC2)CC1 | 1.5 | -5.7 | 6.5 | 1.12 | -13.5 | 1.01 | -4.9 | 17.4 | 126.8
CCOC(=O)C1CCN(c2c(NCCCN(CC)c3ccccc3)c(=O)c2=O)CC1 | -1.8 | -11.7 | -0.8 | 1.07 | -0.1 | 0.99 | 0.2 | 11.9 | 105.0
O=C(Nc1cccc(Cl)c1)OCc1ccccn1 | -0.6 | -4.2 | 2.8 | 1.08 | -2.7 | 1.03 | 4.8 | -15.3 | 91.3
C=CCOc1ccc(/C(CC)=N/O)c(OC)c1 | 7.3 | 4.1 | 11.9 | 1.03 | -19.0 | 0.99 | -2.5 | -15.1 | 108.9
Cc1cc(C)nc(SCC(=O)Nc2ncc3c(n2)CCCC3=O)n1 | -0.8 | -6.3 | 0.3 | 1.07 | -3.7 | 1.01 | -1.9 | 3.1 | 104.7
Cc1ccccc1NC(=O)c1cnn(-c2ccccc2)c1NC(=O)c1ccco1 | 1.0 | -3.5 | 0.7 | 1.1 | -11.0 | 1.03 | -1.9 | 2.7 | 112.8
COC(=O)COc1ccc(S(=O)(=O)N2CCN(c3ccccc3F)CC2)cc1C | -16.3 | -2.0 | -2.8 | 1.05 | -18.1 | 1.01 | -1.6 | -1.3 | 108.6
Cc1ccc(-c2noc(CCC(N)=O)n2)cc1 | 3.2 | -3.7 | 10.1 | 1.09 | -9.7 | 1.02 | -6.3 | -14.9 | 154.6
CCC(C)(C)n1nnnc1C(c1ccc(OC)c(OC)c1)N1CCN(c2ccccc2)CC1 (stereo not drawn) | 1.1 | 2.5 | 2.6 | 0.99 | -12.8 | 0.99 | -1.4 | 12.7 | 112.0
O=C(NCCN1CCN(c2ccccc2F)CC1)C1CC(=O)N(C2CCCC2)C1 (stereo not drawn) | 3.5 | 1.9 | 9.9 | 1.09 | -5.3 | 0.99 | -2.3 | 0.9 | 106.6
Cc1noc(/C=C/N(C)C)c1S(=O)(=O)N1CCCC(C(=O)N2CCc3ccccc32)C1 (stereo not drawn) | -0.6 | 7.3 | -1.2 | 1 | 1.6 | 1.05 | -0.1 | -4.5 | 78.3
Oc1ccc(CNc2ccccc2F)c2cccnc12 | 16.4 | 4.7 | 7.0 | 1.08 | -9.9 | 0.99 | 2.9 | 14.5 | 61.6
CCC1(c2cccc(Cl)c2)NC(=O)N(Cc2cc(C(=O)OC)c(C)o2)C1=O (stereo not drawn) | 5.1 | 3.1 | 5.0 | 1.06 | -21.8 | 0.98 | -4.7 | 8.2 | 98.4
COc1cc2[nH]c3c(=O)n(CCN(C(C)C)C(C)C)cnc3c2cc1OC | 1.4 | -5.8 | -0.7 | 2.45* | 2.9 | 1.01 | -7.8 | -2.0 | 138.5
CCC(Sc1nc(C)cc(=O)[nH]1)C(=O)Nc1nnc(C)s1 (stereo not drawn) | 3.7 | -2.7 | 13.9 | 1.05 | -10.5 | 1.02 | 2.0 | 1.6 | 99.8
O=C(NCc1ccc2c(c1)OCO2)c1ccncc1 | 12.5 | 5.9 | 11.1 | 1.13 | -2.6 | 1.02 | -3.0 | 0.3 | 96.9
CC(=O)c1cccc(NC(=O)C2CCN(S(=O)(=O)c3ccc(F)cc3)CC2)c1 | 8.0 | 7.5 | 10.3 | 1.11 | -15.0 | 1.03 | -2.6 | -0.4 | 107.4
COc1ccc(C2=[N+]([O-])C(C)(C)N(O)C2(C)C)cc1 | / | / | 5.7 | 1.08 | 3.0 | 1.01 | / | 4.7 | 78.5
NC(=O)c1c(N)sc2c1CCCC2 | 8.2 | 0.7 | 13.5 | 1.23 | -10.9 | 1.04 | 48.4 | 0.0 | 105.4
CCCN(C(=O)Cc1nc(N)n[nH]1)C1(C(=O)Nc2c(C)cccc2C)CCCCC1 | 2.5 | 0.6 | 4.4 | 1.08 | 8.5 | 0.99 | 1.8 | -1.0 | 93.4
CCOC(=O)CCSc1nc2c(c(C(F)(F)F)c1C#N)CCC2 | 7.2 | 2.4 | 9.7 | 1.27 | -13.1 | 1.04 | -22.8 | -11.2 | 81.7
CC1(C)Cc2nc3sc4c(SCC(=O)NCc5ccco5)ncnc4c3cc2CO1 | -7.2 | -10.0 | -8.6 | 1.14 | -1.3 | 1.1 | -19.4 | 18.2 | /
CC(Sc1nc(N2CCOCC2)nc(N2CCOCC2)n1)C(=O)Nc1ccccc1 (stereo not drawn) | / | / | 3.0 | 1.14 | -9.7 | 1.02 | / | 10.7 | /
O=C(Nc1ccc(N2CCCCC2)cc1)c1ccc(F)cc1 | 4.5 | -12.5 | 6.2 | 1.03 | -9.9 | 1.08 | -6.9 | -1.5 | 117.2
COC(=O)c1sc(NC(=O)c2cc3c(s2)CCCC3)nc1C | 1.9 | 3.9 | -0.6 | 1.62 | -13.9 | 1.13 | -14.9 | -0.2 | 80.3
N#CCCn1ncn(-c2ccccc2)c1=S | -1.1 | 8.1 | 2.3 | 1.05 | -0.9 | 0.99 | -4.6 | -21.2 | 81.9
COc1ccc(-c2cc(C(F)(F)F)nc(SCCC(=O)Nc3cc(C)on3)n2)cc1 | 2.9 | 3.1 | 0.4 | 1.82 | -15.4 | 1.04 | -1.1 | 15.8 | 123.5
O=C1CCC(=O)N1CN(C(=O)c1ccco1)c1ccc(Cl)c(Cl)c1 | -3.2 | 6.1 | 1.8 | 1.08 | 27.4 | 1.01 | 1.1 | 12.2 | 93.9
COc1ccccc1OCC(O)Cn1nc(C)cc1C (stereo not drawn) | 6.4 | -2.1 | 10.7 | 0.9 | -11.9 | 0.96 | -1.8 | -2.3 | 99.4
CCOC(=O)CN1CC23C=CC(O2)C(C(=O)NCc2ccc(F)cc2)C3C1=O (stereo not drawn) | 0.1 | -0.3 | -5.2 | 1.03 | 1.7 | 0.99 | -0.3 | -6.9 | 97.6
CCOc1cc2[nH]c(=O)n(CCCCC(=O)N3CCCCCC3)c(=O)c2cc1OCC | 5.6 | 2.6 | 9.8 | 1.91 | -5.6 | 1.02 | -3.1 | 23.9 | 107.3
CCCCC(=O)Nc1cc(N(C)C)nc2ccccc12 | 10.7 | 3.9 | -3.9 | 3.82* | -5.4 | 1.03 | -4.8 | -25.7 | 101.7
O=C1CCC2CCCCC2(O)O1 (stereo not drawn) | -0.9 | 1.3 | 4.3 | 1.04 | -11.0 | 0.98 | 0.8 | -14.2 | 103.0
CCOC(=O)CC(=O)CSc1nc2ccc(C)cc2cc1C#N | 2.5 | 2.2 | 14.4 | 1.64 | -1.9 | 1.03 | -6.7 | 30.1 | 86.6
